# Compound activity from PubChem.
# TWEAK Fn14 block = inhibitors of TWEAK-Fn14 interaction signaling. hit rate 2% among 360,000. inhibition, % at 10 µM. TWEAK-stimulated Fn14 reporter cells, luciferase luminescence, 8 h; in the data active = inhibition above about 50%
# TLR9-MyD88 inh = blocks human TLR9 binding to MyD88 | Q9NR96+Q99836 | CHO BLA complementation TLR9-MyD88, CCF4 FRET ratio | inhibition, % at 4.98 µM | hit rate 0.21% among 340,000 | AID 504734;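 active = inhibition above the mean over all tested compounds plus 3 SD, cut at about 21% in these data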;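 also: 0% = DMSO only wells and 100% = clavulanate BLA inhibitor control wells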
# TROY NFkB inh = blocks TROY-dependent signaling in reporter cells. inhibition, % at 10 µM. hit rate 0.98% among 360,000. Q293 LMP1-TROYcd NF-kB luciferase reporter, 4 h. AID 1347056;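 active = compounds whose plate-normalised and pattern-corrected inhibition of the luciferase reporter signal at the single screening dose is 50% or more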
# Granule exo inh = blocks lytic granule exocytosis | TALL-104 LAMP-1 surface exposure, flow cytometry; cells stimulated with thapsigargin and PMA | inhibition, % at 10 µM | hit rate 0.66% among 360,000;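 active = inhibition above about 55%, limit read from the data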
# NOD2 RIPK2 PPI = inhibitors of human NOD2-RIPK2 interaction; O43353; CHO BLA complementation NOD2-RIPK2, CCF4 ratio; inhibition, % at 4.98 µM; hit rate 0.38% among 360,000; in the data active = inhibition above about 21%;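 also: 0% = vehicle only and 100% = reference blocker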
# NCOA1 inh = inhibits human SRC1 coactivator; HEK293 GAL4-SRC1 luciferase reporter, luminescence; inhibition, % at 3.6 µM; hit rate 0.12% among 360,000; AID 588354;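 active = inhibition above the campaign mean plus 3 SD, with each screening campaign given its own cutoff, cut at about 60% in these data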;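 also: 0% = DMSO treated cells and 100% = gossypol at 36 µM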
# NR5A2 inv ag = suppresses constitutive activity of human LRH-1. O00482. inhibition, % at 3.6 µM. HEK293T StAR-luciferase reporter, LRH-1 transfected, 24 h. hit rate 0.13% among 360,000. AID 602396;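 active = inhibition above the mean inhibition of all tested compounds plus 3 SD, cut at about 73% in these data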;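 also: 0% = DMSO wells and 100% = reporter-only cells lacking LRH-1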
# SRC2 inh = inhibits human steroid receptor coactivator 2; Q15596; inhibition, % at 9 µM; hit rate 0.17% among 370,000; AID 651957; HEK293 GAL4-SRC2 luciferase reporter, luminescence;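 active = inhibition above the mean inhibition of all tested compounds plus 3 SD, set per campaign, cut at about 52% in these data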;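 also: 0% = DMSO treated cells and 100% = cells given Gossypol at 36 µM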
# NCOA3 inh = inhibits human SRC3 coactivator. Q9Y6Q9. HEK293 GAL4-SRC3 luciferase reporter, luminescence. inhibition, % at 3.6 µM. hit rate 0.17% among 360,000;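 active = inhibition above a per-campaign cutoff, the mean of all compounds plus 3 SD, cut at about 60% in these data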;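 also: 0% = DMSO-treated cells and 100% = gossypol-treated cells at 36 µM; higher means less SRC3-driven luciferase light from the GAL4 reporter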
# Target sequence (Q9Y6Q9 whole entry, looked up, the tested form may be a part): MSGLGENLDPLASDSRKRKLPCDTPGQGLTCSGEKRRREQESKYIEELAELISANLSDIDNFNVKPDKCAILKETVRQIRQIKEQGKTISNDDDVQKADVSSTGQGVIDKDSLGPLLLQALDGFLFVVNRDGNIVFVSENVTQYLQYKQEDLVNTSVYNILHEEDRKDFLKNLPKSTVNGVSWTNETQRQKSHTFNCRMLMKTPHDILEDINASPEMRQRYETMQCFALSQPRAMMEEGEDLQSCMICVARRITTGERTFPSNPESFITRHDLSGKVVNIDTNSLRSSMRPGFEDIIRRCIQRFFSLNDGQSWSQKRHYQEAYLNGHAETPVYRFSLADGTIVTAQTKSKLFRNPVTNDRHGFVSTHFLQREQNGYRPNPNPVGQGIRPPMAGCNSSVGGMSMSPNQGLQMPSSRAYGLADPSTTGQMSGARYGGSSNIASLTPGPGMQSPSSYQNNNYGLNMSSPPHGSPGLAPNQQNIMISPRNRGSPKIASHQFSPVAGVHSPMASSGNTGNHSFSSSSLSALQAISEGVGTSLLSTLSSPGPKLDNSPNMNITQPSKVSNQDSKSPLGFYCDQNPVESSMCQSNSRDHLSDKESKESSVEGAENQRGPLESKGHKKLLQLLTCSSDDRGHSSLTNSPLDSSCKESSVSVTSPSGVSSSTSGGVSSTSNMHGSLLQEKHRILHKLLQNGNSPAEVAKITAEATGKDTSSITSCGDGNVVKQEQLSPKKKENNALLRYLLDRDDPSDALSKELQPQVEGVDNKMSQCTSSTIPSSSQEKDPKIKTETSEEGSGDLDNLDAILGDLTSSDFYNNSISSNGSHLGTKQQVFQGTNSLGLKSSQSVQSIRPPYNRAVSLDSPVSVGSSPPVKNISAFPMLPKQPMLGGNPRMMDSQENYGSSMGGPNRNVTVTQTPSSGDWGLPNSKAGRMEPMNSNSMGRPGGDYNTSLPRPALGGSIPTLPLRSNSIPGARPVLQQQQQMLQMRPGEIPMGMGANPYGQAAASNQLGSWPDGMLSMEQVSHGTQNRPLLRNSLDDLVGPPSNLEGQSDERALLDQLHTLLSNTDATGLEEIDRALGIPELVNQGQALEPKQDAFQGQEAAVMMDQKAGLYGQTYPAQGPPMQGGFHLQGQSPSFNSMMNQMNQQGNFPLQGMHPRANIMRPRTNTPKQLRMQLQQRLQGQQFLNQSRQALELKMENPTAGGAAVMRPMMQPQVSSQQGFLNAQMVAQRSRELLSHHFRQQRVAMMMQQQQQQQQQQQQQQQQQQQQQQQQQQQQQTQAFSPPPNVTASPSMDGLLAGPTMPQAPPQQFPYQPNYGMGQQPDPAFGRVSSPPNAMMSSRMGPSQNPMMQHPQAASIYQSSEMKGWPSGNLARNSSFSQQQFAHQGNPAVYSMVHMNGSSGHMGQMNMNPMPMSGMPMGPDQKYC
# NR2F2 inh = inhibitors of human COUP-TFII (NR2F2). P24468. AID 686940. HEK293T NGFI-A luciferase reporter, luminescence. inhibition, % at 8.6 µM. hit rate 0.7% among 370,000;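 active = inhibition above a per-plate cutoff, mean inhibition of test wells between control levels plus 3 SD, cut at about 38% in these data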;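 also: cells cotransfected with COUP-TFII expression vector driving the NGFI-A reporter; 0% = median of COUP-TF2 test wells and 100% = reporter-only cells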
# ABHD5 PLIN5 PPI = ABHD5-PLIN5 protein interaction inhibition | Q00G26+Q8WTS1 | Split G. princeps luciferase complementation, luminescence, 4 h | inhibition, % at 4 µM | hit rate 0.78% among 360,000;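 active = inhibition above the mean inhibition across every tested compound plus 3 SD, cut at about 22% in these data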;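 also: 0% = DMSO only wells and the 100% control is not disclosed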
# * marks the source's active call; other numbers are inactive results; x = no result given. The list is partial (hit frequency here may not be typical).
SMILES,TWEAK Fn14 block,TLR9-MyD88 inh,TROY NFkB inh,Granule exo inh,NOD2 RIPK2 PPI,NCOA1 inh,NR5A2 inv ag,SRC2 inh,NCOA3 inh,NR2F2 inh,ABHD5 PLIN5 PPI
NCCCCCNC(=O)c1nc[nH]c1C(=O)NCC(=O)OCc1ccccc1,3,-7,-17,6,-16,-19,-6,-8,-8,-6,4
Cc1ccc(C)n1-c1ccc(C(=O)/C=C/N(C)C)cc1,17,2,8,0,-11,-22,-14,-39,-6,-9,6
O=C(N[C@@H](Cc1ccccc1)C(=O)O)c1c(F)c(F)c(F)c(F)c1F,-12,-8,0,-5,-8,-10,2,-25,-5,-12,-3
COCCCN1C(=O)C(=O)/C(=C(/O)c2ccc(C)cc2)C1c1ccccc1 (stereo unspecified),21,-8,-39,0,-18,4,-5,9,0,11,-8
COc1ccc(C2CC(c3cccs3)=NN2C(=O)CCC(=O)O)cc1OC (stereo unspecified),4,1,-18,3,2,-13,1,-8,0,5,2
Cc1cccc(C(=O)NCCNC(=O)c2cnccn2)c1,31,-3,-4,-9,1,6,-21,-1,8,-13,-2
COc1ccc2[nH]c3c(c2c1)CCN1C(=O)C(CC(=O)NCc2ccco2)C[C@H](C(=O)N2CCOCC2)[C@@]31CCC1CCCC1 (stereo partly specified),19,-7,6,-2,5,1,12,-9,-3,-11,-8
NC(=O)C1(N2CCCCC2)CCN(CC(=O)Nc2ccc(Oc3ccccc3)cc2)CC1,14,5,11,2,10,9,22,15,7,8,0
CS(=O)(=O)N(Cc1ccc(Cl)cc1)c1ccc(C(=O)Nc2cccnc2)cc1,25,3,-6,6,-4,-10,-24,11,16,8,15
CCOC(=O)c1c(NC(=O)c2cc(C)oc2C)sc(C(=O)Nc2ccc(Cl)cc2)c1C,18,2,42,-1,-11,-54,-62,-65,-59,7,-4
Cc1[nH]c2ccccc2c1C(=O)CN1CCSCC1,-3,11,9,0,1,-10,-1,-4,3,8,5
CC(C)Oc1ccc(CNC(=O)CC(c2ccccc2)c2cc(Cl)ccc2O)cc1 (stereo unspecified),47,5,56*,-3,-20,-3,-19,15,21,14,-8
CN(C)/C=N/c1cnc(C(=O)c2ccc(Cl)cc2)n1C,12,6,-67,3,8,-104,-133,-77,-66,-59,-1
COc1ccc(S(=O)(=O)N2CCOC2CNC(=O)C(=O)NCC(C)C)cc1 (stereo unspecified),4,-1,1,-3,2,-13,-14,3,4,-17,3
COc1ccc(Cl)cc1C(=O)NNC(=O)C1CCCO1 (stereo unspecified),-5,9,9,-4,10,-7,20,10,1,-8,-1
Cc1ccc(NC(=O)CN2C(=O)S/C(=C\c3cccn3C)C2=O)cc1,-33,-7,-7,1,-5,-5,-4,2,21,-13,0
Cc1[nH]n(-c2ccccc2)c(=O)c1N=O,-14,2,-18,0,-7,5,22,1,6,22,-9
COc1ccc(NC(=O)c2c(NC(=O)CNCc3ccco3)sc3c2CCC3)cc1,-7,1,x,19,-7,6,22,4,6,-6,1
CC1(C(=O)NS(=O)(=O)c2cccc(Cl)c2)CCN1C(=O)Cc1ccc(Cl)cc1Cl (stereo unspecified),-12,x,5,9,-9,5,-18,-13,-6,-5,-6
Cc1cccc(CN2CCN(C3CN(CCc4ccccc4)S(=O)(=O)C3)CC2)c1 (stereo unspecified),-6,x,16,-2,-9,1,-1,3,4,15,-3
COc1ccccc1N1CCN(CCCNC(=O)Nc2ccccc2)CC1,4,5,-3,0,2,-9,3,-1,17,4,1
CN(Cc1ccccn1)Cc1nc(-c2ccc(Cl)cc2)no1,-6,-12,-22,1,-25,-22,-19,-2,-21,7,2
COc1ccc(CN(C)C(=O)c2ccc(NC(=O)CC3SC(N4CCCCC4)=NC3=O)cc2)c(OC)c1 (stereo unspecified),-16,-3,7,-6,-8,4,17,0,-5,-1,2
Cc1ccc2nc(NC(=O)CCNS(=O)(=O)c3cccs3)sc2c1,7,-1,-26,-3,2,-15,-31,-45,-14,-4,4
CN1CCN(/N=C/c2c3ccccc3c(Cl)c3ccccc23)CC1,3,-9,-40,52,-5,-4,-9,-15,2,-12,18
CC(C)C1CC(CCN2CCCCC2)(c2ccccc2)CCO1 (stereo unspecified),8,5,14,-2,2,-13,9,-13,-9,0,-6
O=C(CCC1COc2ccccc2O1)Nc1cccnc1 (stereo unspecified),-1,6,-10,-2,-12,-13,5,4,4,-7,-2
COCc1nnc(SCC(=O)Nc2cccc(Cl)c2C)n1-c1ccccc1,0,-3,18,-5,-4,2,4,-28,-5,-9,-4
COCCCn1c(SCC(=O)n2c(C)c(C)c3ccccc32)nnc1-c1ccoc1C,-2,-3,10,1,-5,-16,20,-2,-3,21,6
COc1ccc(S(=O)(=O)N2CCC(C(=O)NC3CCCCC3C)CC2)cc1 (stereo unspecified),-18,-7,-4,-1,6,-15,-25,-5,11,10,-3
CCOC(=O)C1CCN(CCC(=O)Nc2ccc(C)c(C)c2)CC1,-6,3,1,-4,7,-9,-10,4,14,-9,-4
COc1ccc(S(=O)(=O)N(C)C)cc1NC(=O)c1ccc(OCC(=O)N2CCOCC2)c(OC)c1,-27,1,10,0,4,-24,0,4,1,7,5
C[C@@H]1O[C@@H]1P(=O)(O)O,-3,4,-3,-9,-10,6,8,-7,4,-2,-3
CCC(=O)Nc1cccc(C2=NOC3(C2)C[C@@H](C(N)=O)N(C(=O)c2ccccc2C(=O)c2ccccc2)C3)c1 (stereo partly specified),-14,-4,1,8,-8,0,5,5,0,1,2
CCOc1cc(-c2nnn(CC(=O)N3CCCCC3)n2)ccc1OC,-5,-13,-3,-3,-8,6,-26,14,9,-10,-5
OC(COCCC12CC3CC(CC(C3)C1)C2)CN1CCCC1 (stereo unspecified),0,-13,21,13,-1,23,6,-22,27,-6,4
CCN(C(=O)CN1C(=O)NC(CCSC)C1=O)C1CCS(=O)(=O)C1 (stereo unspecified),4,-11,12,8,-11,8,-9,-3,3,-10,6
C=CCn1c(CCNC(=O)c2ccccc2F)nnc1SCC(=O)Nc1ccc(OC)cc1,-1,4,3,-1,-4,15,14,18,16,9,1
COC(=O)CSc1nnc(C2COc3ccccc3O2)n1-c1ccccc1 (stereo unspecified),0,10,-16,2,-3,12,0,10,16,-17,3
CCOc1ccccc1C(=O)Nc1ccccc1-c1ccccc1,44,4,1,0,7,5,-5,12,29,16,-5
Cc1cccn2c(=O)c3cc(C(=O)NCCc4ccccc4)c(=N)n(CCCn4ccnc4)c3nc12,-18,-13,-3,1,-14,-40,-2,-26,4,-21,5
O=[N+]([O-])c1ccc(COc2cccc3cccnc23)cc1,-49,12,-52,6,-8,-46,-59,0,-33,-32,3
COc1ccc(-c2ccc(-c3noc(C)n3)c(OC)n2)cc1,-34,-5,-46,-3,-4,-79,-27,-13,-62,-35,-3
C[C@H](CO)N1C[C@H](C)[C@H](CN(C)C(=O)Nc2ccccc2F)OCc2cnnn2CCCC1=O,-2,-1,-10,-2,-4,-6,-5,-34,-7,7,-4
NS(=O)(=O)c1ccc(NC(=S)N2CCC(Cc3ccccc3)CC2)cc1,11,0,18,9,0,0,0,-4,25,-4,-9
CCC(C)Cn1cnc2c(SCc3ccccc3F)nc(N)nc21 (stereo unspecified),-50,-9,-19,1,9,-28,-47,-56,-45,-13,0
Cc1cc(=O)oc2cc(OC(C)C(=O)NCCc3ccc(S(N)(=O)=O)cc3)ccc12 (stereo unspecified),1,3,-12,2,-1,-23,9,36,12,-13,1
CCNC(=O)NC1c2ccccc2CSc2ccccc21 (stereo unspecified),6,0,-5,13,-10,3,-8,-18,19,5,7
COc1ccc2c(=O)c(C(=O)NCCc3ccc(OC)c(OC)c3)c[nH]c2c1,-74,2,-2,-2,1,8,5,2,17,20,14
CCOc1cc(C(N)=O)cc(Cl)c1OCc1ccccc1,3,3,1,0,-8,-9,-24,-29,19,1,4
CN(c1ccccc1)S(=O)(=O)c1cccc(C(=O)NC2CCCC2)c1,17,0,7,1,-7,-4,-28,-3,12,17,-3
CC(OC(=O)c1ccccn1)C(=O)Nc1nc(-c2ccc(F)c(F)c2)cs1 (stereo unspecified),-24,-6,-41,-2,9,-40,-43,-58,-34,-28,5
CC1(c2ccccc2)NC(=O)N(CC(=O)NC(=O)NCc2ccco2)C1=O (stereo unspecified),-16,1,4,-2,-10,5,18,1,-12,6,-2
COCCNC(=O)C(OC(=O)c1ccco1)c1ccccc1F (stereo unspecified),-3,-14,-1,-4,5,3,-9,21,14,-30,6
CN1C(=O)CSc2ccc(NC(=O)N3CCOCC3)cc21,8,-5,7,2,-2,-15,10,-14,1,-12,-9
Cc1cccc(NC(=O)CSc2nc3c(c(=O)[nH]2)CCCC3)c1C,-4,-7,-6,0,-13,-29,0,6,5,15,8
CC(C)[C@H](NC(=O)N1CC(=O)Nc2ccccc21)C(=O)N1CCC[C@@H]1C(=O)O,-26,1,-25,3,-8,-2,-3,0,13,-18,-2
O=C(NCCC1=CCCCC1)C1CCC(=O)N(Cc2cccc(C(F)(F)F)c2)C1 (stereo unspecified),7,6,22,-5,-6,-13,-3,-3,-13,-19,-2
CC(NC(=O)C1CC(=O)N(c2ccc3c(c2)OCCO3)C1)c1ccccc1 (stereo unspecified),12,5,-4,-2,-11,5,3,3,10,-11,2
Cc1cc(SCn2nnc3ccccc3c2=O)nc2ccccc12,-14,2,-67,-11,-15,-56,-2,12,18,3,6

# An excerpt from above with just SRC2 inh:
molecule	SRC2 inh
CN1CCN(/N=C/c2c3ccccc3c(Cl)c3ccccc23)CC1	-15
CC(C)C1CC(CCN2CCCCC2)(c2ccccc2)CCO1 (stereo unspecified)	-13
O=C(CCC1COc2ccccc2O1)Nc1cccnc1 (stereo unspecified)	4

# (list continues)
SMILES,TWEAK Fn14 block,TLR9-MyD88 inh,TROY NFkB inh,Granule exo inh,NOD2 RIPK2 PPI,NCOA1 inh,NR5A2 inv ag,SRC2 inh,NCOA3 inh,NR2F2 inh,ABHD5 PLIN5 PPI
COc1ccc(N(C(=O)c2snc(C(N)=O)c2N)C(CC(C)C)C(=O)NCC2CCCO2)cc1 (stereo unspecified),-8,5,-3,4,-1,-15,-7,1,-43,2,-4
COc1ccc(C2OC3=C(Nc4cc(C)c(C)cc4N3)C2=O)cc1 (stereo unspecified),-13,6,-47,-7,5,-62,-35,-60,-54,1,1
c1ccc(-c2oc3ncnc(NCCCN4CCOCC4)c3c2-c2ccccc2)cc1,-23,-3,9,11,6,0,-3,-6,-5,6,10
CC1(C)C(C=C(Cl)Cl)C1C(=O)N/N=C/c1ccccc1F (stereo unspecified),-10,-13,22,-11,-3,-20,-5,-9,15,-6,-11
CCn1c(=O)c(C(=O)NNS(=O)(=O)c2ccc(C)cc2)c(O)c2ccccc21,26,0,49,4,7,-7,3,4,-1,14,-6
